# GLS inh: qHTS for Inhibitors of Glutaminase (GLS) | actives 0.21% (n = 410,000) | GLS enzymatic activity, qHTS titration | Potency, µM (titrated, usually from 45.5 µM), for the others: at the top dose activity change, negative = inhibition, most hits filed as inhibitors; further: on the % scale 0 is the no-effect control and ±100 the full control effect
# Target sequence (O94925 whole entry, looked up): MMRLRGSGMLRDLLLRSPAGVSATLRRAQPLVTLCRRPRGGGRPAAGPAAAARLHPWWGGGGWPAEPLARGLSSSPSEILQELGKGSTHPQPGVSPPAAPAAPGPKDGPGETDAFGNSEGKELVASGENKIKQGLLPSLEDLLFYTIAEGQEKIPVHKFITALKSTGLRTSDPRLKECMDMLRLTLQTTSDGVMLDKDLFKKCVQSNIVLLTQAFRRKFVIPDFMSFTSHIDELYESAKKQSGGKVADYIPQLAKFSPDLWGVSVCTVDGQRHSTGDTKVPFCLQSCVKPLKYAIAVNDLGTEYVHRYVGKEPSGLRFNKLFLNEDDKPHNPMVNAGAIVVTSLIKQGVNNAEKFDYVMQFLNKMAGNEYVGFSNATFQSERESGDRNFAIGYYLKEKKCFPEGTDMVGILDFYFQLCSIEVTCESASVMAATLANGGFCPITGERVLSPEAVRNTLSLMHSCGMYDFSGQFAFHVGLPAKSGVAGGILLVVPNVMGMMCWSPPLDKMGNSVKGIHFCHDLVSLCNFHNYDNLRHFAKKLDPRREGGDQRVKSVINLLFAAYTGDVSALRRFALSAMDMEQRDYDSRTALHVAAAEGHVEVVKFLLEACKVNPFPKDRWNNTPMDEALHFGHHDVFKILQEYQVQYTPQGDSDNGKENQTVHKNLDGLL
#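 Read-out is an Amplex red fluorescence increase coupled through glutamate oxidase and HRP, measured before and after 30 min room-temperature incubation. hKGA is in 45 mM KH2PO4 (pH 8.2) with 0.02% Tween-20; glutamine added as 1mM solution.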
# HP1b binding inh: HTS for Inhibitors of HP1-beta Chromodomain Interactions with Methylated Histone Tails. Potency, µM (series often up to 114 µM), for inactives: at the top dose activity change, negative = inhibition, actives largely listed as inhibitors. AlphaScreen HP1-beta / biotin-H3K9me3 peptide binding. actives 0.56% (n = 390,000); further: nearly all actives have a fitted effect of over 70% in size; inactives centre near 23
# Target sequence (P83916 whole entry, looked up): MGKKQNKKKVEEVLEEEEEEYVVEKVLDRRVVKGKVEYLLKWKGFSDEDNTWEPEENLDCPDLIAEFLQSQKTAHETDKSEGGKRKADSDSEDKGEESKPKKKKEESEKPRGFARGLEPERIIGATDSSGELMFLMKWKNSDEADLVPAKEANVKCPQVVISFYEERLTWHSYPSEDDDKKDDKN
#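 AlphaScreen: HP1-beta (50 nM) preformed 30 min with biotin-H3(1-18)K9me3 peptide (50 nM) in PBS pH 7.4, 0.01% Tween-20. Compound added for 30 min at RT, then streptavidin donor/nickel chelate acceptor beads (10 ug/mL) for 30 min.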
# Tb PGK inh: qHTS Assay to Find Inhibitors of Phosphoglycerate Kinase | Phosphoglycerate kinase, glycosomal (Trypanosoma brucei brucei), P07378 | Potency, µM (highest dose often 57.5 µM), for the others: at the highest dose activity change, negative = inhibition, most hits filed as inhibitors | PGK/GAPDH coupled, Kinase-Glo luminescence, 60 min | actives 0.043% (n = 380,000) | AID 602233, 2012; further: on the % scale 0 is the no-effect control and ±100 the full control effect; nearly all actives have a fitted effect of over 60% in size
#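 Luminescent ATP detection (Kinase-Glo Plus) follows a 60-minute room-temperature incubation, with wells lacking PGK as controls. Buffer: 100 mM TEA (pH 7.6), 5 mM MgCl2, 0.01% Tween-20. Coupling enzyme GAPDH (100 nM final) supplies unstable 1,3-BPG in-well.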
# Pin1 inhibitor: qHTS Assay to Find Inhibitors of Pin1; actives 0.009% (n = 390,000); Pin1 FP peptide displacement, HiFluor488, 10 min; Peptidyl-prolyl cis-trans isomerase NIMA-interacting 1 (Homo sapiens), Q13526; Potency, µM (series often up to 115 µM), inactives show at the highest dose activity, negative = inhibition, hits mostly inhibitors; active means well fitted inhibition curve with a large enough effect in the polarisation, with a control signal flat, not every such curve was filed as active; inconclusive means small, poorly fitted or top-dose-only effect, or effect the other way, or a change in a side signal; inactive means no such curve, though single readings can be large or run the other way; the % refers to the polarisation; further: on the % scale 0 is the no-effect control and ±100 the full control effect
# Target sequence (Q13526 whole entry, looked up): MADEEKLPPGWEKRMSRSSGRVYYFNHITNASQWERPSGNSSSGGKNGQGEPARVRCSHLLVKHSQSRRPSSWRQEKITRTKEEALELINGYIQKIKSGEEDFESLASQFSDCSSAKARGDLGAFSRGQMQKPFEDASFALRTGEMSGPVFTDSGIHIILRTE
# RGS4 inhibitor: Inhibitors of Regulator of G Protein Signaling (RGS) 4: qHTS | Regulator of G-protein signaling 4 (Homo sapiens), P49798 | Transcreener GDP fluorescence polarization, RGS4-accelerated GTP hydrolysis | Potency, µM (highest dose often 114 µM), for the others: at the top dose activity change, negative = inhibition, most hits filed as inhibitors | actives 0.039% (n = 390,000); further: on the % scale 0 is the no-effect control and ±100 the full control effect; nearly all actives have a fitted effect of over 75% in size; some results filed as inactive show a strong effect at the top dose
#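 MLSMR compounds (23 nl, pin-transferred) preincubated 10 min at room temperature with a 500nM (2x) first reagent, then RGS4 at 900nM (2x) plus Transcreener GDP mix added; fluorescence polarization (620/688 nm) read before and after 90 min at 30 °C.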
# JMJD2A Tudor: qHTS Assay for Inhibitors of JMJD2A-Tudor Domain; Potency, µM (series often up to 114 µM), for the others: at the top dose activity change, negative = inhibition, usual class: inhibitors; AID 504339, 2011; AlphaScreen JMJD2A-Tudor / H3K4me3 peptide binding; actives 4.4% (n = 390,000); Lysine-specific demethylase 4A (Homo sapiens), O75164; further: on the % scale 0 is the no-effect control and ±100 the full control effect; nearly all actives have a fitted effect of over 50% in size
# 12-LOX inh: Primary qHTS assay for inhibitors of human arachidonate 12S-lipoxygenase (ALOX12): Round 2; purified 12hLO, xylenol orange hydroperoxide absorbance; actives 1.1% (n = 580,000); Polyunsaturated fatty acid lipoxygenase ALOX12 (Homo sapiens), P18054; Potency, µM (doses to about 108 µM), for inactives: at the highest dose activity change, negative = inhibition, most hits filed as inhibitors; AID 1671190, 2021; further: on the % scale 0 is the no-effect control and ±100 the full control effect
#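 Purified human 12hLO at 150 nM in 25 mM Hepes, 0.01% Triton X-100, pH 7.0, preincubated 15 min at room temperature with compound. Reaction started with 40 uM arachidonic acid, 30 min at room temperature. Hydroperoxide measured by Fe-xylenol orange, 573/405 nm absorbance ratio.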
# rTrxR1 inhibitor: qHTS Assay for Inhibitors of Mammalian Selenoprotein Thioredoxin Reductase 1 (TrxR1): qHTS; Thioredoxin reductase 1, cytoplasmic (Rattus norvegicus), O89049; recombinant rTrxR1, NADPH fluorescence consumption, selenite substrate; Potency, µM (top dose mostly 114 µM), without a hit: at the highest dose activity change, negative = inhibition, usual class: inhibitors; actives 1% (n = 390,000); further: on the % scale 0 is the no-effect control and ±100 the full control effect; nearly all actives have a fitted effect of over 65% in size
#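 Rat TrxR1 (90 nM in the dispensed reagent) was pre-reduced with 400 uM NADPH for 5 min at room temperature, then incubated with compound for 15 min. After 400 uM selenite was added, NADPH fluorescence (Ex 340/Em 450 nm) was followed for 8 min.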
# ERG-DNA inh: qHTS for Small Molecule Inhibitors of the ERG Ets/DNA interaction. Transcriptional regulator ERG (Homo sapiens), P11308. fluorescence polarization, His-ERG Ets domain / labelled DNA. Potency, µM (highest dose often 76.9 µM), without a hit: at the top dose FP activity, negative = inhibition, actives largely listed as inhibitors. actives 0.028% (n = 370,000). AID 624246, 2012; active means well fitted inhibition curve with a large enough effect in the polarisation, with a control signal flat; inconclusive means small, poorly fitted or top-dose-only effect, or effect the other way, or a change in a side signal; inactive means no such curve, though single readings can be large or run the other way; the % refers to the polarisation;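 further: polarization taken with two DNA probes labelled with fluorescein and Texas red; % of control where 0% means no effect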
#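 His-tagged ERG Ets domain (1 uM in the protein solution; 300mM KCl, 50mM Tris-HCl, 1mM EDTA, 1mM DTT, pH 7.5) received compound, then a probe mix of 5 nM fluorescein-DNA and 100nM Texas-615-DNA. Fluorescence polarization was read for both dyes.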
# * hit, by the source's call; i = inactive; ? = inconclusive; · = not tested or not shown; & = joins results of further samples; [ ] = remark or other dose. Unless noted, the call rests on the fitted dose curve; in most records, active means well fitted curve in the direction sought with a large enough effect; inconclusive means small, poorly fitted or top-dose-only effect, or another doubt; inactive means no such curve, though single readings can be large; an effect the other way counts as inactive or inconclusive. Potency means the concentration at half of the fitted maximal effect.
SMILES,GLS inh,HP1b binding inh,Tb PGK inh,Pin1 inhibitor,RGS4 inhibitor,JMJD2A Tudor,12-LOX inh,rTrxR1 inhibitor,ERG-DNA inh
Cc1cc(N)c(NC2=CC(=O)CC(C)(C)C2)cc1C,-10%,28%,8%,-2%,11%,-25%,0%,-4%[57.1 µM],-3%
CNC[C@@H]1Oc2ccc(NC(=O)Nc3c(C)noc3C)cc2CC(=O)N([C@H](C)CO)C[C@H]1C,4%,27%,0%,24%,17%,-6%,·,5%[57.1 µM],2%
O=C(c1ccccc1)c1ccc2nc(-c3ccc(NC(=O)c4ccccc4F)cc3)[nH]c2c1,-1%,30%,i,2%,-9%,-16%,0%,-3%,3%
CCCOC(=O)c1ccc(OCC(O)Cn2c(C)nc3ccccc32)cc1 (centres undefined),-9%,31%,-2%,-2%,1%,-14%,10%,14%,-2%
CCN(CC(=O)Nc1ccccc1C(F)(F)F)C(=O)Cc1cccs1,-3%,43%[activator],-3%,-9%,0%,0%,15%,36%[activator],-8%
CCOC(=O)N1CCN(CCC(=O)Nc2cc([N+](=O)[O-])ccc2OC)CC1,0%,16%,-11%,-1%,16%,-12%,21%,-1%,2%
C/C=C(\C)CN1CCN(c2cccc(C)c2C)CC1,20%,29%,-8%[11.5 µM],-2%,27%,-5%,-17%,23%,·
CCOC(=O)C1=C(N)N2C(=O)C(C)SC2=C(C(=O)OC)C1c1cccc(OC)c1 (centres undefined),21%,24%,3%,-5%,11%,-22%,-2%,6%,4%
Cc1ccc(CC2CC(=O)N(Cc3ccco3)C2=O)cc1 (centres undefined),-1%,4%,i,21%,-24%,-25%,?,?,-2%
COC(=O)C(NS(=O)(=O)c1ccc(F)cc1)c1ccccc1 (centres undefined),11%,20%,1%,5%,21%,-1%,-2%,0%,6%
CC(=O)CCC1CC(c2ccc(Cl)cc2)=NO1 (centres undefined),1%,25%,0%,4%,4%,-8%,-6%,11%,-12%
Cc1cc(=O)n2nc(N3CCCC3C(=O)Nc3cccc(F)c3)sc2n1 (centres undefined),-4%,83%[activator],i,2%,-12%,-8%,9%,13%[57.1 µM],4%
CCOc1ccccc1CN1CCCC(C(=O)Nc2cccc(-n3cccn3)c2)C1 (centres undefined),-1%,61%[activator],i,-1%,-25%[56.9 µM],-21%,12%,18%[57.1 µM],-1%
O=C(Nc1nnc(CCOCCOCCc2nnc(NC(=O)c3ccco3)s2)s1)c1ccco1,-1%,10%,1%,1%,-1%,-34%,12%,6%,·
O=c1[nH]c2ccc(Cl)cc2c(-c2ccccc2)c1SC(=S)N1CCCCC1,-13%,?,-2%,-7%,?,?,?,?,8%
CCCS(=O)(=O)N1CCCC(C(=O)NCCCN2CCN(c3ccccc3F)CC2)C1 (centres undefined),-4%,23%,-9%,0%,-9%,-23%,i,-4%,4%
O=C(O)c1ccc(-c2nc(-c3ccc(Cl)cc3)cs2)cc1,3%,20%,-1%,-2%,-2%,-6%,?,11%,2%
COc1cccc(NC(=O)CSc2ncc3c(n2)-c2ccc(Cl)cc2N(C)S3(=O)=O)c1,-18%,14%,2%,4%,2%,-8%,-24%,23%[57.1 µM],-2%
CCc1nc2ccccc2c(=O)n1NC(=O)c1c(O)c2ccccc2n(CC)c1=O,1%,37%,3%,9%,-16%,-5%,0%,11%[57.1 µM],-4%
Cn1c(=O)c2c(ncn2CC(=O)Nc2cc(S(=O)(=O)N3CCCCC3)ccc2Cl)n(C)c1=O,10%,23%,-3%,2%,-20%,1%,-27%,13%,-6%
COc1ccc(-n2c(C)cc(-c3csc(N)n3)c2C)cc1,13%,?,-9%,10%,?,45µM*,?,-23%,11%
COc1ccc(NC(=O)Nc2ccc3c(c2)CC(=O)N([C@H](C)CO)C[C@H](C)[C@H](CN(C)Cc2ccc(C(=O)O)cc2)O3)cc1,19%,48%[activator],-7%,-12%,-8%,-6%,3%,-10%,14%
Cc1cc2ccccc2n1CCNC(=O)COc1ccc2ccccc2c1,4%,0%,-3%,-18%,-2%,?,?,5%[57.1 µM],?
CCOc1ccc(C(=O)Nc2ccc(S(=O)(=O)N3CCN(C)CC3)cc2)cc1,4%,-1%,-9%,0%,9%,-19%,40%[activator],9%[57.1 µM],-6%
CC(C)Cc1csc(NC(=O)c2ccc(Cl)cc2)c1C(=O)O,0%,24%,4%,6%,13%,-15%,-13%,-5%,-1%

# Compound profiles, from the list above.
# Shown for COc1ccc(NC(=O)Nc2ccc3c(c2)CC(=O)N([C@H](C)CO)C[C@H](C)[C@H](CN(C)Cc2ccc(C(=O)O)cc2)O3)cc1 = GLS inh = 19%; HP1b binding inh = 48%[activator]; Tb PGK inh = -7%; Pin1 inhibitor = -12%; RGS4 inhibitor = -8%; JMJD2A Tudor = -6%; 12-LOX inh = 3%; rTrxR1 inhibitor = -10%; ERG-DNA inh = 14%
# Shown for Cn1c(=O)c2c(ncn2CC(=O)Nc2cc(S(=O)(=O)N3CCCCC3)ccc2Cl)n(C)c1=O = GLS inh = 10%; HP1b binding inh = 23%; Tb PGK inh = -3%; Pin1 inhibitor = 2%; RGS4 inhibitor = -20%; JMJD2A Tudor = 1%; 12-LOX inh = -27%; rTrxR1 inhibitor = 13%; ERG-DNA inh = -6%

# Continued:
SMILES,GLS inh,HP1b binding inh,Tb PGK inh,Pin1 inhibitor,RGS4 inhibitor,JMJD2A Tudor,12-LOX inh,rTrxR1 inhibitor,ERG-DNA inh
CN(C)CCCOC(=O)c1ccc(Cl)cc1,7%,43%[activator],6%,3%,30%,7%,7%,3%,1%
COc1ccc(C(=O)/C=C2/C(=O)Nc3ccccc32)cc1,11%,40%[activator],-2%,-1%,-29%,-16%,-27%,-3%,-6%
C[C@@H]1CN([C@@H](C)CO)C(=O)c2cccc(NC(=O)Nc3ccc4c(c3)OCO4)c2O[C@H]1CN(C)S(=O)(=O)c1cn(C)cn1,19%,25%,4%,-2%,18%,-11%,-13%,8%,-15%
CC(=O)N1c2ccc(Cl)cc2C2C=CCC2C1c1cccc2ccccc12 (centres undefined),-12%,4%,-5%,52%[activator],-26%,-35%,·,-2%,-2%
COc1ccccc1NC(=O)[C@H](COCc1ccccc1)NC(=O)OC(C)(C)C,-6%,57%[activator],i,3%,-28%,-3%,-16%,8%,3%
CC(=O)Nc1c2c(nn1-c1ccc(F)cc1)CSC2,-5%,63%[activator],-2%,-4%,16%,23%,7%,33%,-4%
COCCNc1nc2c(c(=O)n(Cc3ccccc3F)c(=O)n2C)n1C,16µM*,34%,-9%,-4%,6%,-12%,0%&1%,36%[2.29 µM],13%
CCOC(=O)C(CCCOc1ccccc1C)C(=O)OCC,2%,243%[activator],3%,2%,4%,122%[activator],205%,6%,2%
CCCN(CCC)C(=O)CSc1nnc2cc(C)c3cc(C)cc(C)c3n12,7%,44%[activator],-10%,-9%,-4%,16µM*,0%,9%,1%
COc1ccc(OC)c(/C=N/NC(=O)c2ccncc2)c1,-5%,32%,-1%,3%,14%,-12%,16%,14%[57.1 µM],-6%
COCCNC(=S)N/N=C1\CC(C)CC(C)(C)C1 (centres undefined),-2%,1%,-10%,-1%,-16%,-25%,?,12%[57.1 µM],-3%
Cc1sc2ncnc(SCC(=O)NC(=O)NCc3ccco3)c2c1C,10%,0%,-4%,46%[activator],-22%,-28%,-12%,-5%,·
Cc1ccc2oc(-c3ccc(C)c(NC(=O)c4ccc5c(c4)OCCO5)c3)nc2c1,-11%,2%,-6%,-2%,12%,-22%,-29%,31%[11.4 µM],-1%
CN(C(=O)c1nc(-c2ccccc2)n(-c2ccccc2)n1)C1CCS(=O)(=O)C1 (centres undefined),-2%,30%,1%,14%,11%,7%,20%,10%,4%
Cc1cccc(N2CCN(C(=O)CCCOc3ccccc3)CC2)c1C,2%,124%[activator],-4%,6%,4%,41%[activator],26%,8%,4%

# Screening results as filed in PubChem.

# Only part of the results is shown (hit frequency here may not be typical).
